High-throughput results (PubChem)
HCV core dimer – inhibitors of HCV core protein dimerization, primary screen, biochemical, TR-FRET, high-throughput; TR-FRET GST/Flag-core106 dimerization, 1536-well; 300,000 compounds, 0.33% hits; AID 1899, 2009; inhibition, % at 5 µM;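 active = inhibition above the mean of all tested compounds plus 3 SD, set per screening campaign, cut at about 45% in these data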
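Material: GST/Flag-tagged HCV core106 proteins. Incubation: 4 h, 22.5 °C incubation. Read-out basis: inhibition (%) from 671 over 617 nm ratio. Measured by: TR-FRET, excitation 340 nm, emission 617 and 671 nm.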
AHR act – AHR activators, primary screen, cell-based, luminescence, luciferase reporter, human; Aryl hydrocarbon receptor (Homo sapiens), P35869; AHR-responsive luciferase reporter cells; activation, % at 5 µM; 320,000 compounds, 2.5% hits; AID 2796, 2010; in the data active = activation above about 47%;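 also: 0% = vehicle wells and 100% = reference agonist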
PP1 inh – PP1-alpha phosphatase inhibitors, primary screen, counter-screen for PP5 inhibitor project, biochemical, fluorescence, OMFP substrate, single point | Serine/threonine-protein phosphatase PP1-alpha catalytic subunit (Homo sapiens), P62136 | 320,000 compounds, 0.9% hits | purified PP1alpha | AID 2235, 2010 | inhibition, % at 6.7 µM;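 active = inhibition above the mean inhibition of all tested compounds plus 3 SD, computed separately for each screening campaign, cut at about 15% in these data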
Target sequence (P62136 whole entry, looked up): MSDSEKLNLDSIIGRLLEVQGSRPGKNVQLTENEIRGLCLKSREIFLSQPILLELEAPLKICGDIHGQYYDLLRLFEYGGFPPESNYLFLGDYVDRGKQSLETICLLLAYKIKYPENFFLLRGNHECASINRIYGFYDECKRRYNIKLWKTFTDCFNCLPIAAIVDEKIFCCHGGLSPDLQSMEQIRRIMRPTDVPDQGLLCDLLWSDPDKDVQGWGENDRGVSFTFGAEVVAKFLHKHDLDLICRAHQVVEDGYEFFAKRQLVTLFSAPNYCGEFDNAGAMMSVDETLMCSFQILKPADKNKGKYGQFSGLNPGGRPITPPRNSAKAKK
TPT1 inhibitor – Candida albicans TPT1 enzyme inhibitors, primary screen, biochemical, fluorescence polarization. recombinant caTPT1, FP RNA substrate dephosphorylation. inhibition, % at 5 µM. 300,000 compounds, 0.81% hits;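 active = inhibition above the mean of all tested compounds plus 3 SD, set per screening campaign, cut at about 24% in these data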;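 also: plate controls were DMSO alone for no effect and ferristatin control at 100 nM for full effect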
proCasp7 act – procaspase-7 activators, primary screen, counter-screen for procaspase-3 activator project, biochemical, absorbance, HTS, human. Caspase-7 (Homo sapiens), P55210. recombinant procaspase-7, Ac-DEVD-pNA absorbance 405 nm; D23A/D198A/D206A triple mutant, cannot self-cleave; scale: DMSO 0, 5 µM enzyme 100. activation, % at 8.5 µM. 330,000 compounds, 0.093% hits;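 active = percent activation above the screen-wide mean plus 3 SD, cut at about 25% in these data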
Target sequence (P55210 whole entry D23A/D198A/D206A): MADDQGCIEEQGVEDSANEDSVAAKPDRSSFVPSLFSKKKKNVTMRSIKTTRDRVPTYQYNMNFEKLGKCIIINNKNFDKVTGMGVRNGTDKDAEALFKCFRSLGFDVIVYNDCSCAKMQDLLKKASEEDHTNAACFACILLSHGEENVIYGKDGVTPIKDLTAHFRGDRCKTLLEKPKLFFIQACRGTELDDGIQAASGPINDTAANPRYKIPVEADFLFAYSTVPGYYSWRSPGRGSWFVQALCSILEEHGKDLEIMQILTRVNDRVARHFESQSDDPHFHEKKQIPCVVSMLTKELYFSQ
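System: Uncleavable procaspase-7 mutant enzyme; Amount: 2 µM procaspase-7 mutant as dispensed; Schedule: 1 h compound preincubation, 2 h substrate cleavage, 25 °C; Measured by: 405 nm absorbance of p-nitroaniline; Evaluation: percent activation from buffer-corrected 0–120 min absorbance change; Control set: low DMSO alone, high DMSO plus 5 µM PC-7.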
procasp3 activ – activators of human procaspase-3 D3A mutant, primary screen, biochemical, absorbance, PC-3 D3A mutant, single concentration. Caspase-3 (Homo sapiens), P42574. recombinant procaspase-3 D3A, Ac-DEVD-pNA absorbance 405 nm. activation, % at 8.5 µM. 330,000 compounds, 0.11% hits. AID 463141, 2010;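 active = activation above the mean of all tested compounds plus 3 SD, cut at about 21% in these data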;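 also: 0% = DMSO alone and 100% = DMSO wells spiked with extra 5 µM PC-3 D3A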
Target sequence (P42574 whole entry D9A/D28A/D175A): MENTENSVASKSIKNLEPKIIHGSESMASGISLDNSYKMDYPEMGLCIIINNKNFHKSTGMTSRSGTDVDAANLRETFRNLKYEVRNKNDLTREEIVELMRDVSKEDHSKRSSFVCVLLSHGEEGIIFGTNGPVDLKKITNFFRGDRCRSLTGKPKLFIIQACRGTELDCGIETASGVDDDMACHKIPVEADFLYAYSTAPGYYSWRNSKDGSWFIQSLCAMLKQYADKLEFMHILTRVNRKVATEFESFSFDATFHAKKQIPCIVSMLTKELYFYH
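Assay system: Autoprocessing-dead procaspase-3 D3A mutant enzyme; also added: Ac-DEVD-pNA; doses: one concentration, 8.5 µM nominal, 0.8% DMSO; times: 1 h compound preincubation, 2 h substrate hydrolysis at 25 °C; technique: 405 nm absorbance of p-nitroaniline, reads at 0 and 120 min; measure: % activation between DMSO and enzyme-spiked controls; repeats: single replicate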
CTSL1 counter – Fasciola hepatica cathepsin L1 inhibitors, primary screen, counter-screen for PFM18AAP inhibitor project, biochemical, QFRET, fluorogenic peptide substrate | recombinant F. hepatica cathepsin L1, Z-Leu-Arg-MCA fluorescence | inhibition, % at 5.96 µM | 300,000 compounds, 0.49% hits | AID 1906, 2009;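 active = inhibition above the mean of all tested compounds plus 3 SD, set per screening campaign, cut at about 17% in these data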;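 also: 0% = plate median of test compound wells and 100% = 1 µM Z-Phe-Ala-diazomethylketone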
PP5 primary – PP5 phosphatase inhibitors, primary screen, biochemical, fluorescence; Serine/threonine-protein phosphatase 5 (Homo sapiens), P53041; purified PP5c, OMFP substrate fluorescence; inhibition, % at 6.7 µM; 320,000 compounds, 0.18% hits;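 active = inhibition above the campaign's mean inhibition across all tested compounds plus 3 SD, cut at about 9.5% in these data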;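 also: 0% = DMSO only and 100% = 100 µM cantharidin control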
PAFAH2 FP inh – PAFAH2 enzyme inhibitors, primary screen, biochemical, fluorescence polarization, human. Platelet-activating factor acetylhydrolase 2, cytoplasmic (Homo sapiens), Q99487. recombinant PAFAH2, FP-rhodamine activity probe. inhibition, % at 3.39 µM. 340,000 compounds, 0.99% hits. AID 492956, 2010;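 active = inhibition above the mean over all tested compounds plus 3 SD, cut at about 30% in these data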;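 also: inhibitors block probe labeling of enzyme so polarization drops; 0% = enzyme with DMSO and 100% = wells lacking PAFAH2 protein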
* marks the source's active call; other numbers are inactive results; / = no result given.

mol,HCV core dimer,AHR act,PP1 inh,TPT1 inhibitor,proCasp7 act,procasp3 activ,CTSL1 counter,PP5 primary,PAFAH2 FP inh
CCOC(=O)c1c(C)[nH]c(C)c1C(=O)COC(=O)c1ccc(S(=O)(=O)N(CC)CC)cc1,-4,4,0,1,3,2,-2,4.0,-3
Cc1cc(NC(=O)CSc2nc3ccccc3c(=O)n2CCCC(=O)NCc2ccccc2)n[nH]1,4,-4,-1,-22,16,0,2,4.0,-3
COc1ccc([C@H]2CC(=O)C=C(c3cccc4c3Oc3ccccc3S4)C2)cc1,/,6,7,/,-2,3,/,2.8,1
FC(F)(F)c1cnc(Sc2nnc(-c3cccs3)n2CC2CCCO2)c(Cl)c1 (stereo not drawn),4,2,-2,-1,7,8,-9,-0.3,0
N#Cc1ccc(S(=O)(=O)N2CCCN(c3ccc(C(F)(F)F)cn3)CC2)cc1,0,-1,-4,-2,0,7,-4,1.5,/
COc1ccc(Br)cc1CNc1ccc(N2CCOCC2)cc1,-13,4,8,-1,-9,-6,3,3.5,3
Cc1ccc(NC(=O)CSCC(=O)O)c(C)c1,1,6,4,-4,5,1,-2,3.2,-3
O=C(c1nn2c(C(F)(F)F)cc(-c3ccco3)nc2c1Br)N1CCCc2ccccc21,11,5,8,8,-20,-6,0,3.5,5
COc1cc(C(C[N+](=O)[O-])c2c(N)n(C)c(=O)n(C)c2=O)ccc1O (stereo not drawn),-3,-2,-4,-2,3,5,-3,1.7,1
CCNC(=O)c1cc2c(=O)n3cccc(C)c3nc2n(CCc2ccccc2)c1=N,8,31,1,-3,-6,-9,0,3.1,0
Cc1cc(C)c(NC(=O)CSc2nc3ccc(N4C(=O)c5ccccc5C4=O)cc3s2)c(C)c1,8,-1,-9,2,10,-3,0,-1.0,-5
Cc1ccc(S(=O)(=O)N2CCN(C(=O)Cc3ccccc3)CC2)cc1,1,-2,1,1,1,3,0,-0.3,-5

A section from the list above, for reference:
mol,HCV core dimer,AHR act,PP1 inh,TPT1 inhibitor,proCasp7 act,procasp3 activ,CTSL1 counter,PP5 primary,PAFAH2 FP inh
CCOC(=O)c1c(C)[nH]c(C)c1C(=O)COC(=O)c1ccc(S(=O)(=O)N(CC)CC)cc1,-4,4,0,1,3,2,-2,4.0,-3
Cc1cc(NC(=O)CSc2nc3ccccc3c(=O)n2CCCC(=O)NCc2ccccc2)n[nH]1,4,-4,-1,-22,16,0,2,4.0,-3
COc1ccc([C@H]2CC(=O)C=C(c3cccc4c3Oc3ccccc3S4)C2)cc1,/,6,7,/,-2,3,/,2.8,1
FC(F)(F)c1cnc(Sc2nnc(-c3cccs3)n2CC2CCCO2)c(Cl)c1 (stereo not drawn),4,2,-2,-1,7,8,-9,-0.3,0

(more compounds)
mol,HCV core dimer,AHR act,PP1 inh,TPT1 inhibitor,proCasp7 act,procasp3 activ,CTSL1 counter,PP5 primary,PAFAH2 FP inh
COc1ccccc1/C=C/C(=O)OCCN1C(=O)c2ccccc2C1=O,4,1,0,0,7,1,3,1.9,-3
CCOC(=O)c1c(S(=O)(=O)Nc2ccc(C)c(F)c2)c(C)n(C)c1C,-2,0,1,-2,-4,-3,-13,1.8,5
Cc1csc2ncnc(NNC(=O)c3ccc(Cl)cc3)c12,-5,22,6,-9,-3,-5,2,1.1,-2
CCOC(=O)N1CCC(N2C(=O)c3ccccc3C2Nc2ccc(S(=O)(=O)N3CCCCC3)cc2)CC1 (stereo not drawn),4,2,-1,1,0,-1,-2,1.0,/
FC(F)c1nc2ccccc2[nH]1,-7,-1,1,1,-6,5,-1,0.9,1
CCCCc1cc(=O)oc2cc(OS(C)(=O)=O)ccc12,-1,8,-1,-1,5,11,2,-0.8,-12
OC(c1cccc(Cl)c1)c1nccc2ccccc12 (stereo not drawn),3,1,-6,-3,-2,-3,-4,0.2,1
COc1ccc(/C=N/n2c(=O)[nH]c3c([nH]c4ccc(Cl)cc43)c2=O)cc1CN1CCCCC1,-4,17,8,-2,-3,-3,2,2.5,-5
C=CCn1c(SC)nnc1-c1ccc2ncccc2c1,-3,10,0,-2,9,-1,0,2.0,5
COc1cccc(-c2nc(-c3ccc(Br)o3)no2)c1,-2,86*,-3,4,9,-7,-4,-2.0,-1
CCn1cc(CN2CCCC(CO)(Cc3ccc(F)cc3)C2)c2ccccc21 (stereo not drawn),3,14,5,1,-3,-2,4,1.1,5
CC(C)c1ccc(-c2c(C#N)c(N)nc(SCC(=O)N3CCCCC3)c2C#N)cc1,47*,-2,-3,-2,-2,7,2,-0.1,-13

Three of the entries above in order of their number in TPT1 inhibitor, high to low.
Structure,HCV core dimer,AHR act,TPT1 inhibitor,procasp3 activ,PP5 primary,PAFAH2 FP inh
CCCCc1cc(=O)oc2cc(OS(C)(=O)=O)ccc12,-1,8,-1,11,-0.8,-12
COc1ccc(/C=N/n2c(=O)[nH]c3c([nH]c4ccc(Cl)cc43)c2=O)cc1CN1CCCCC1,-4,17,-2,-3,2.5,-5
OC(c1cccc(Cl)c1)c1nccc2ccccc12 (stereo not drawn),3,1,-3,-3,0.2,1

Going on with the list:
Under each structure – HCV core dimer, AHR act, PP1 inh, TPT1 inhibitor, proCasp7 act, procasp3 activ, CTSL1 counter, PP5 primary, PAFAH2 FP inh
> Cc1cccc(CSc2nnc(NC(=O)c3ccco3)s2)c1
→ -7, 3, -1, 0, 5, 0, 1, -1.8, 1
> Cc1cc(Cl)ccc1OCc1nc(-c2ccc(O)cc2)n[nH]1
→ -1, 26, 1, 2, 10, 2, -2, 5.8, -2
> CNC(=O)c1cc(C(=O)c2ccc(C(F)(F)F)cc2)c[nH]1
→ -3, 9, -1, 1, -5, -1, 3, -1.1, -9
> Cc1ccc(NC(=O)COC(=O)Cn2c(C)csc2=O)c([N+](=O)[O-])c1
→ -3, 3, -4, 1, 8, 16, -3, -2.5, -3
> COc1ccc(C/C(N)=N/OC(=O)Cc2ccccc2)cc1
→ -3, -3, 0, 1, -2, -4, -2, -5.8, -8
> Cc1ccc(NCc2ccc(O)c3ncccc23)cc1
→ 1, -2, 4, -3, -27, -13, -2, 4.6, 3
> S=C(N/N=C1\C2CN3CCN(C2)CC1(c1ccccc1)C3)Nc1ccccc1
→ -4, 13, -1, -3, -21, -8, 1, -1.3, -4
> CC(C)CCN1CCC(C)(NC(=O)c2ccccc2)C1=O (stereo not drawn)
→ /, 1, 0, /, -2, 5, /, 0.5, 1
> NCCNc1ccc2nnnn2n1
→ 0, 3, -1, -4, 6, 5, -5, -0.9, 0
> O=C(Nc1nnc(CSCc2ccc(Cl)cc2)s1)c1cccc([N+](=O)[O-])c1
→ 7, -2, -1, 9, 3, 6, 2, 0.6, -6
> COc1ccc(S(=O)(=O)n2oc(=O)cc2-c2ccccc2)cc1OC
→ -6, 0, 6, -1, 6, 2, 2, 0.1, 8
> O=C(NCCCn1ccnc1)c1cc(-c2ccc(Br)cc2)on1
→ -2, 8, -1, 1, 10, 4, -1, 1.7, 1
> Nc1nc(SCC(=O)N2N=C3/C(=C/c4ccco4)CCCC3C2c2ccco2)n[nH]1 (stereo not drawn)
→ 52*, 5, 6, 6, 4, 3, 2, -0.8, 5
> COc1ccc(C(=O)CSc2nc3ccccc3n2CC(=O)c2ccccc2)cc1
→ 7, 5, -2, -3, -12, 2, 0, 0.7, -1
> COc1cccc(CN2CCN(Cc3cc4ccccc4[nH]3)CC2CCO)c1 (stereo not drawn)
→ -9, 10, -1, 6, 1, -1, 3, -0.2, -5
> CN(CC(=O)Nc1ccccc1N1CCOCC1)S(=O)(=O)c1ccc(Cl)cc1
→ 6, -1, 0, -3, 7, -2, 1, 0.5, -3
> CCN(CC)C(=O)CSc1nnc(CSc2ncccn2)n1C
→ -4, 1, 0, 0, 2, 10, 4, 2.4, -5
> Cc1onc(-c2ccccc2Cl)c1C(=O)N1CC(C)OC(C)C1 (stereo not drawn)
→ 1, 0, -2, -1, 5, 4, 1, 1.3, -2
> Cc1ccc(NC(=O)CN2C(=O)NC(C)(C3CC3)C2=O)c(C)c1 (stereo not drawn)
→ /, 10, -4, /, -5, 3, /, 2.0, 1
> CC(=O)c1cccc(NC(=O)Nc2ccc3c(c2)CCC3)c1
→ 6, 8, -2, -2, -1, -8, -1, 3.5, -1
> COC(=O)c1cc(NC(=O)CN2CCOCC2)cc(C(=O)OC)c1
→ -1, 1, 3, 1, 2, 0, 2, -1.4, -7
> Cn1c(=O)c2c(nc(OC/C=C/c3ccccc3)n2C)n(C)c1=O
→ -10, -3, 0, 1, -4, 1, 2, 1.6, -3
> COc1ccc(NS(=O)(=O)c2ccc(C)c(C(=O)NNC(=O)c3ccccc3O)c2)cc1
→ -1, 8, -4, 0, 4, 10, -2, -0.6, 2
